Source: PubChem (Johns Hopkins Ion Channel Center)
KCNQ2 block: KCNQ2 potassium channel inhibitors, primary screen, cell-based, CHO-K1, FluxOR thallium flux, B-score (AID 2156); actives 1.1% (n = 310,000); O88943; B-score at 10 µM; 20 min; hits give low values;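 active = fluorescence ratio B-score at most minus 3 library SDs, with starting brightness B-score within 2 library SDs, cut at about -5.5 in these data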
Target sequence (O88943 whole entry, looked up): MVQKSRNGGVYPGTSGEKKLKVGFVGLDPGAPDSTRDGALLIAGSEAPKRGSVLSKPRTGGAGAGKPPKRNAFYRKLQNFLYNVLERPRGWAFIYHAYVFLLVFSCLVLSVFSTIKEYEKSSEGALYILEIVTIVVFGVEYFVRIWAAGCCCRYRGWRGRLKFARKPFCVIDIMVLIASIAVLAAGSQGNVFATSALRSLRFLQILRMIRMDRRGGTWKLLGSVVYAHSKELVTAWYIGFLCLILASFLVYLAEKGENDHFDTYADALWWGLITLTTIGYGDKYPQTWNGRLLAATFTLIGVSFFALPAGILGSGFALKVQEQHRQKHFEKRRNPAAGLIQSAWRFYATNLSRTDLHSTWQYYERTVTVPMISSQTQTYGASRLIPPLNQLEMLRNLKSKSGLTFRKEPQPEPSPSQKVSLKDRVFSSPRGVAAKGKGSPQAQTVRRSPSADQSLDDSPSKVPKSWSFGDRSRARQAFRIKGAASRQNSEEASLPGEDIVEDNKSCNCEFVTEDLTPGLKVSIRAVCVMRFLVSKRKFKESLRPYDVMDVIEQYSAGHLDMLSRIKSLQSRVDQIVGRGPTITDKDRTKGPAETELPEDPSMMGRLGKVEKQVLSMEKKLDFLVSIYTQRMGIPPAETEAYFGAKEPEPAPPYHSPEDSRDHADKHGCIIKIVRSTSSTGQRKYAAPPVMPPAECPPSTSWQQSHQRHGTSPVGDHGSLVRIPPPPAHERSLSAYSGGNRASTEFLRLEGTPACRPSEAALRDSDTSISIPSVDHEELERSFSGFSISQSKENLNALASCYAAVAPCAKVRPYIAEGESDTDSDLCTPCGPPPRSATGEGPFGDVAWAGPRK
CHT block: inhibitors of human choline transporter CHT. B-score at 10 µM. CHT-expressing cells, membrane potential dye, choline response; hits give low values. Q9GZV3. actives 0.86% (n = 310,000);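 active = B-score over 3 SD under the library average, and starting fluorescence ratio not unusually high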;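 note: choline stimulus applied at its EC90 after an EC20 pre-addition; B-score computed on integrated fluorescence ratio after choline addition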
Kir21 inh: Kir2.1 (mouse) channel inhibition; P35561; HEK293-Kir2.1, FluxOR thallium flux fluorescence; hits give low values; B-score at 10 µM; actives 0.85% (n = 310,000);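 active = fluorescence ratio B-score at or below minus 3 SD of library scores, with starting-brightness B-score within 2 SD, cut at about -4.2 in these data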;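 note: channel flux triggered by added potassium and thallium sulfate stimulus; B-score of peak minus minimum fluorescence over baseline after thallium stimulus; more negative B-score means stronger Kir2.1 block with less thallium influx; some compounds called inactive have numbers as strong as hits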
Starred values were filed as active, the others as inactive; i = inactive; / = no result given.

Kir21 inh | molecule | KCNQ2 block | CHT block
-0.24 | COCCCNC(=O)CNC(=O)c1nn(-c2ccc(OC)cc2)c(=O)c2ccccc12 | i | i
1.98 | O=C(O)c1c2c(nc3ccc(Cl)cc13)CCC2 | i | i
0.99 | Clc1ccc(-c2cc(CN3CCCCC3)no2)cc1Cl | i | i
0.02 | CCS(=O)(=O)N1CCC2(CC1)OCCN2S(=O)(=O)c1ccc(OC)cc1 | i | /
-1.43 | Cc1ccc(S(=O)(=O)N2CCCN(S(=O)(=O)c3ccc(C)cc3)CC2)cc1 | i | i
-0.97 | CCOc1ccc(CN2CCNC(=O)C2CC(=O)NCCc2ccccn2)cc1 (stereo not given) | i | i
0.48 | CCOC(=O)N1CCN(S(=O)(=O)c2c(C)[nH]c(=O)[nH]c2=O)CC1 | i | i
0 | CN(C)c1ccc(P(=O)(Nc2ccccc2)N2CCOCC2)c(NC(=O)c2cccs2)c1 (stereo not given) | i | i
1.53 | Nc1nnnn1/N=C/c1ccc(N2CCCCC2)c([N+](=O)[O-])c1 | i | i
0.01 | CC1CCCCN1S(=O)(=O)c1ccc(C(=O)Nc2nnc(-c3ccncc3)o2)cc1 (stereo not given) | i | i
-0.5 | O=C(NC(=S)NNS(=O)(=O)c1ccccc1)c1cccnc1 | i | i
0.59 | CCOC(=O)N1CCC(Nc2c(-c3ccc(C)cc3)c(=O)c2=O)CC1 | i | i
-3.02 | Cc1ncsc1CCOC(=O)C12CC3CC(CC(C3)C1)C2 | i | i
-0.13 | O=C(NCc1ccco1)c1ccc(COCC(F)(F)F)cc1 | i | i
1.68 | CCOC(=O)N1CCC(NC(=O)C2CCCN2C(=O)OCc2ccccc2)CC1 (stereo not given) | i | i
0.39 | CCOC(=O)c1cc(-c2ccc(/C=C3/C(=O)NC(=O)C(C#N)=C3C)o2)ccc1Cl | i | i
-0.43 | O=C(CSc1nc2ccccc2[nH]1)N1CCN(c2ccccc2)CC1 | i | i
-1.01 | CC1=C(C(=O)OCC2CCCO2)C(c2ccncc2)C2=C(CCCC2=O)N1 (stereo not given) | i | i
0.16 | CC(=O)Nc1ccc(OCc2ccc(S(=O)(=O)Cc3ccccc3)cc2)cc1 | i | i
0 | CC(O)CNc1nc2ccccc2n1CC(=O)N1CCN(Cc2ccccc2)CC1 (stereo not given) | i | i
-0.04 | Cc1csc2c(N(C)CCO)ncnc12 | i | i
0.02 | O=[N+]([O-])CC(c1ccc(F)cc1)c1c[nH]c2ccccc12 (stereo not given) | i | i
0.46 | N#C/C(=C/c1cccc(O)c1)C(=O)NCc1ccc(Cl)cc1 | i | i
-0.22 | CN(C)c1ccc(C2Nc3ccccc3C(=O)N2CCN2CCNC2=O)cc1 (stereo not given) | i | i
-0.89 | CC(C)C1=CC(=NS(=O)(=O)c2cccc([N+](=O)[O-])c2)C=C(C(C)C)C1=O | i | i
0.54 | CCCCNc1c(C(=O)OCC)c(=O)[nH]c2ccccc12 | i | i
1.73 | CCCc1c(C(=O)N/N=C/c2cccnc2)nnn1-c1nonc1N | i | i
-0.05 | CC1CCN(C(=S)c2cccc([N+](=O)[O-])c2)CC1 | i | i
-0.69 | COc1cccc2sc(NC(=O)c3ccc(Br)s3)nc12 | i | i
-0.11 | COc1ccc2oc(=O)c(C(=O)NCC3CCCO3)cc2c1 (stereo not given) | i | i

Among those listed so far, 4 have an aryl methoxy group.
Kir21 inh | molecule | KCNQ2 block | CHT block
-0.24 | COCCCNC(=O)CNC(=O)c1nn(-c2ccc(OC)cc2)c(=O)c2ccccc12 | i | i
0.02 | CCS(=O)(=O)N1CCC2(CC1)OCCN2S(=O)(=O)c1ccc(OC)cc1 | i | /
-0.69 | COc1cccc2sc(NC(=O)c3ccc(Br)s3)nc12 | i | i
-0.11 | COc1ccc2oc(=O)c(C(=O)NCC3CCCO3)cc2c1 (stereo not given) | i | i

Part of the list above, limited to Kir21 inh:
Molecule	Kir21 inh
N#C/C(=C/c1cccc(O)c1)C(=O)NCc1ccc(Cl)cc1	0.46
CCOC(=O)N1CCC(NC(=O)C2CCCN2C(=O)OCc2ccccc2)CC1 (stereo not given)	1.68

Next results follow:
Kir21 inh | molecule | KCNQ2 block | CHT block
-4.48 | Cc1ccc(-c2noc(N=O)c2NO)cc1 | i | i
-2.69 | COc1ccccc1CNS(=O)(=O)c1c(C)nc2sccn2c1=O | i | i
-1.39 | COc1cccc(C(=O)CSc2nnc(-c3ccco3)n2CC2CCCO2)c1 (stereo not given) | i | i
-0.11 | N#CC1(NC(=O)COC(=O)c2cc(O)c3ccccc3c2O)CCCCC1 | i | i
-0.7 | COC(=O)CCC(=O)NC1CC(C)(C)Cc2c1cnn2-c1ccc(F)cc1 (stereo not given) | i | i
0.43 | Cc1ccc(N(CCC(=O)O)S(=O)(=O)c2ccccc2)cc1 | i | i
-1.26 | O=C(CN1CCCCCC1)N1c2ccccc2Sc2ccc(C(F)(F)F)cc21 | i | i
-1.77 | O=S(=O)(Nc1ccc(F)cc1)c1cccc2nsnc12 | i | i
-1.36 | COc1ccc(S(=O)(=O)N2CCC(N3CCN(c4ccccc4OC)CC3)CC2)cc1 | i | i
1.88 | CC(Oc1ccc(Br)cc1Br)C(=O)NC1CCCC1 (stereo not given) | i | i
-0.05 | COCC1CCCCN1C(=O)CCCn1nnnc1CN1CCC(C)CC1 (stereo not given) | i | i
-1.16 | O=C(Nc1nc(-c2ccccc2)cs1)C1CCCCN1S(=O)(=O)c1ccc(Cl)cc1 (stereo not given) | -8.93* | i
1.62 | C=CCN=c1scc(-c2ccco2)n1/N=C/c1ccc(O)c(O)c1O | i | i
1.91 | O=C(CN1C(=O)C(=O)c2ccccc21)c1ccc(Cl)cc1 | i | i
0.22 | CC1=C/C(=N\NC(=O)c2ccccc2)CC1 | i | i
-2.61 | COc1ccc2no[n+]([O-])c2c1 | i | i
0.09 | C/C(=N\NC(=O)c1cc(C)oc1C)c1ccc2ccccc2c1 | i | i
0.82 | Cc1ccc(C)c(S(=O)(=O)N2CCCC2CNC(=O)C(=O)NCc2cccs2)c1 (stereo not given) | i | i
0.75 | Cc1cc(NC(=O)c2ccco2)c(=O)n(Cc2cccc(C(F)(F)F)c2)c1 | i | i
-2.58 | COc1ccc(CC(=O)N2CC(=O)N(CCc3ccccc3)C(=O)C2)cc1 | i | i
-1.63 | COc1ccc(NC(=O)c2ccc(Br)o2)cc1 | i | i
-0.28 | CSCC[C@H](N)C(=O)N1CCC(C(=O)N[C@@H](Cc2c[nH]c3ccccc23)C(=O)O)CC1 | i | i
-1.78 | CCCc1cc(=O)oc2c(CN3CCOCC3)c(O)ccc12 | i | i
-0.03 | Cc1ccc(C(=O)NNC(=O)CSc2n[nH]c(-c3cccnc3)n2)cc1 | i | i
0.04 | COc1cccc(CNC(=O)c2nnn(CC(=O)Nc3cccc(C)c3)c2N)c1 | i | i
-0.51 | COc1ccc(S(=O)(=O)NC2(C(F)(F)F)NC(=O)N(CCc3ccc(OC)c(OC)c3)C2=O)cc1 (stereo not given) | i | i
-1.87 | N/C(=N\OC(=O)CCCOc1ccccc1)c1ccncc1 | i | i
-1.23 | CC1=NN(C(=O)CSCc2ccccc2)C(O)(c2ccc(F)cc2)C1 (stereo not given) | i | i
2.02 | O=C(/C=C/c1cccnc1)c1cc(F)ccc1O | i | i
-1.2 | O=C(Nc1ccccc1Sc1ccccc1)c1ccccc1F | i | i

Four of the compounds above, with each value named.
canonical_smiles: COc1ccc(CC(=O)N2CC(=O)N(CCc3ccccc3)C(=O)C2)cc1
  Kir21 inh = -2.58 | KCNQ2 block = i | CHT block = i

canonical_smiles: CCOC(=O)N1CCC(NC(=O)C2CCCN2C(=O)OCc2ccccc2)CC1 (stereo not given)
  Kir21 inh = 1.68 | KCNQ2 block = i | CHT block = i

canonical_smiles: Cc1csc2c(N(C)CCO)ncnc12
  Kir21 inh = -0.04 | KCNQ2 block = i | CHT block = i

canonical_smiles: COCC1CCCCN1C(=O)CCCn1nnnc1CN1CCC(C)CC1 (stereo not given)
  Kir21 inh = -0.05 | KCNQ2 block = i | CHT block = i

Later entries:
Kir21 inh | molecule | KCNQ2 block | CHT block
-0.85 | CCc1cc2c(=O)c(-c3nc(C)cs3)c(CCCC(=O)O)oc2cc1O | i | i
-2.98 | CC(C)(C)NCC(O)(c1ccc(Cl)cc1)c1ccc(Cl)cc1 | i | i
-0.18 | CC(C)c1ccc(C(C(=O)NC2CCCCC2)N(C(=O)c2ccccn2)c2cccnc2)cc1 (stereo not given) | i | i
1.86 | CCc1c(C)sc(NC(=S)N2CCN(S(C)(=O)=O)CC2)c1C(=O)OC | i | i
0.95 | CN1CCCC(OC(=O)c2cccc(Br)c2)C1 (stereo not given) | i | i
-1.61 | Cn1cnc([N+](=O)[O-])c1Sc1ncnc2nc[nH]c12 | i | i
0.18 | CCn1cc(C(=O)NCc2ccc3c(c2)OCO3)c(=O)c2cc(S(=O)(=O)N3CCOCC3)ccc21 | i | i
0.36 | O=P(O)(c1ccccc1)c1ccccc1O | i | i
-1.93 | CCOc1cc(C2NC(=O)N(C)C(C)=C2C(=O)OC)cc(Br)c1O (stereo not given) | i | i
-0.08 | COc1ccc(/C=C2\SC(=O)N(CCn3cnnn3)C2=O)cc1 | i | i
-0.93 | O=C(Nc1nnc(-c2ccc(Cl)s2)o1)C1CC1 | i | i
-6.89* | O=C(CCc1cccc(Cl)c1)N1CCCC(Nc2ccccc2)C1 (stereo not given) | -7.05* | i
-0.16 | COc1ccccc1/C=N\NC(=O)c1c(C)nc2ccc(Cl)cn12 | i | i
-1.34 | Cc1ccc(-n2c(=O)c3sccc3n(CC(=O)NC3CCCCC3)c2=O)cc1 | i | i
0.41 | O=C1C(=O)c2ccccc2C([O-])=C1[n+]1ccccc1 | i | i
-1.08 | Cc1ccc(C(=O)N[C@@H](C)CN2C3=NC[C@H](C)N3C[C@H]2Cc2ccc(O)cc2)cc1Br | i | /
0.2 | CS(=O)(=O)N1CCN(c2ccc(NC(=O)C(c3ccccc3)c3ccccc3)cc2)CC1 | i | i
1.34 | CC(C)CNC(=O)c1cc(-c2ccco2)on1 | i | i
1.08 | Cc1c(NC(=O)c2cc(-c3ccc(O)cc3)on2)c(=O)n(-c2ccccc2)n1C | i | i
-2.8 | Cc1oc2c(c1C(=O)c1ccccc1)C(=O)C(=O)c1ccccc1-2 | -7.18* | i
-2.38 | O=S(=O)(NCCC1=CCCCC1)c1cccc(S(=O)(=O)N2CCOCC2)c1 | i | i
0.77 | O=C(Nc1ccccc1-c1nnc(SCc2ccccc2Cl)o1)c1ccccc1 | i | i
-0.02 | COc1ccc(OC)c(S(=O)(=O)Nc2cccc(-c3ccc(N4CCCCCC4)nn3)c2)c1 | i | i
0.05 | Cc1cccc(OCC(=O)NNC(=O)CCc2ccccc2)c1 | i | /
-0.59 | Cc1ccc(C(=O)O/N=C(\N)c2ccccn2)cc1 | i | i
-1.18 | N#CN=C1CCCCCN1CC(N)=O | i | i
0.26 | Nc1nc(CN2CCN(Cc3ccc4c(c3)OCO4)CC2)nc(Nc2ccccc2)n1 | i | i
-0.69 | O=C(NC(=S)NCCCN1CCOCC1)c1ccc(Br)cc1 | i | i
-1.37 | Cc1cc(NC(=O)CCCSc2nc(-c3ccco3)cc(C(F)(F)F)n2)n(-c2ccccc2)n1 | i | i
-0.9 | CCOC(=O)C1=C(C)Nc2ccc(C)cc2S1 | i | i
-0.13 | O=C(COc1ccc2ccccc2c1)N1CCN(C(=O)c2cccnc2)CC1 | i | i
0.13 | C=CCn1c(SCC(=O)N2CCN(C(=O)c3ccco3)CC2)nc2sc(CC)cc2c1=O | i | i
0.85 | COC(=O)c1ccccc1NC(=O)Nc1c(C)n(C)n(-c2ccccc2)c1=O | i | i
0.81 | O=C(/C=C/c1ccc(Cl)c(C(F)(F)F)c1)N1CCN(c2ccccn2)CC1 | i | i
-0.39 | O=C(CN1CCN(Cc2ccccc2)CC1)Nc1ccc(Cl)cc1 | i | i
-0.59 | COc1ccc(N(C(=O)c2ccncc2)S(=O)(=O)c2cccc([N+](=O)[O-])c2)cc1 | i | i
-1.01 | Cc1ccc(S(=O)(=O)N2CCCN(c3nccc(C(F)(F)F)n3)CC2)cc1 | i | i
1.48 | CCCCNC(=O)N1CCC(CCC(=O)N(C)Cc2ccccc2)CC1 | i | i
0.51 | COC1C(C)=C(C)C(=O)N1Cc1ccccc1 (stereo not given) | i | i
0.36 | Cc1ccc2c(CC(=O)NCC(C)(C)N3CCOCC3)coc2c1 | i | i
0.28 | CCCn1c(Nc2ccccc2C)nc2ccccc21 | i | i
1.3 | CCCOc1ccc(OCCN2CCCC(C)C2)cc1 (stereo not given) | i | i
-1.46 | CCCc1ccc(Oc2c(-c3ccc(O)c(C)c3O)n[nH]c2C)cc1 | i | i
-0.06 | CCOC(=O)c1ccc(N=Nc2c(C)c(C#N)c(O)[nH]c2=O)cc1 | i | i
-1.97 | COc1ccc2[nH]c(C(=O)O)c(NS(=O)(=O)c3ccc(C)cc3C)c2c1 | i | i
-0.03 | CCc1ccccc1NC(=O)NC(C)c1ccc2c(c1)OCO2 (stereo not given) | i | i
-0.01 | CCCCn1c(N)c(N(CCC(C)C)C(=O)C2CC(=O)N(c3cccc(SC)c3)C2)c(=O)[nH]c1=O (stereo not given) | i | i
0.72 | CCCCC(=O)Nc1ccc(NC(=S)NC(=O)c2ccco2)cc1OC | i | i
0.92 | O=C(NCc1nnc(SCC(=O)N2CCOCC2)o1)c1cccs1 | i | i
-1.15 | Cc1cccc(NC(=S)N2CCN(S(=O)(=O)c3ccccc3)CC2)c1 | i | i
-0.09 | Cc1ccc(Cn2c(N/N=C/c3ccncc3)nc3c2c(=O)n(C)c(=O)n3C)cc1 | i | i
0.71 | Nc1ccccc1C(=O)N1CCc2ccccc21 | i | i
